TRPV1 ag: human TRPV1 agonism; Q8NER1; TRPV1-expressing cells, Fluo-8 calcium influx, agonist mode; activation, % at 8.33 µM; hit rate 0.19% among 320,000; AID 540275; in the data active = activation above about 80%; inconclusive = between about 30% and that limit; also: 0% is about no effect
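TRPV1-expressing cells were cultured overnight at 35.5C and loaded with Fluo-8 calcium dye for 40 to 90 min at room temperature. After a 10 s baseline, compound was added and calcium influx was read kinetically for 3 min (ex 480/em 520 nm).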
PKM2 activator: PKM2 (human) enzyme activation; Potency, µM (titrated, usually from 57.5 µM), for the others: at the highest dose activation, most hits filed as activators; hit rate 0.34% among 260,000; AID 1631; purified PKM2, Kinase-Glo ATP luminescence, activation; response scale: 0% is enzyme alone, no compound; P14618; also: potency is read from the fitted curve at half-maximal effect; % is scaled to controls: 0 for no effect and ±100 for the full control effect; nearly all actives have a fitted effect of over 55% in size
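Purified hPK-M2 (>95%) run at intermediate activity with 0.1 mM ADP and 0.5 mM PEP in 50 mM imidazole pH 7.2, KCl, MgCl2; 1 h room temperature. ATP formed read by Kinase-Glo luminescence; normalized to uninhibited and no-enzyme controls.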
B2AR arrestin: recruits beta-arrestin to the human beta2-adrenergic receptor | P07550 | beta-arrestin recruitment to beta2AR, cell-based reporter | Potency, µM (highest dose often 46.1 µM), inactives show at the top dose activation, actives largely listed as activators | hit rate 0.02% among 330,000 | AID 492947;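 also: potency is read from the fitted curve at half-maximal effect; 0% = DMSO controls and full agonism = EC100 isoproterenol or metaproterenol; nearly all actives have a fitted effect of over 65% in size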
FBPA coupling cs: coupling enzyme interference in Giardia aldolase counter-screen | activity change, negative = inhibition, % at 58.2 µM, hits read low | AID 2472 | hit rate 0.67% among 290,000 | coupling enzyme system counterscreen, AmpLite Red fluorescence; in the data active = activity change below about -30%; also: % is scaled to controls: 0 for no effect and ±100 for the full control effect
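Compounds tested against the coupling enzymes alone at 57.5 uM final; readout was AmpLite Red fluorescence (525/598 nm) after 20 min at RT.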
KCNH2 3.1 inh: KCNH2 3.1 (human) potassium channel inhibition; U2OS KCNH2 3.1, thallium flux FluxOr; hits give low values; AID 720553; hit rate 0.95% among 340,000; activity change, % (tested at about 1.8 µM);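 active = maximum activity change below -70%; inconclusive = maximum activity change from -70% to -50%; inactive = maximum activity change above -50%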;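 also: thallium influx rate constant from kinetic fluorescence after stimulation buffer; % is scaled to controls: 0 for no effect and ±100 for the full control effect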
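Kinetic fluorescence (2 min after stimulation buffer) measures Tl+ influx through KCNH2 3.1 expressed by viral transduction in U2OS cells; the rate constant is normalized against DMSO controls serving as positive and negative references.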
USP2a inh: blocks human ubiquitin-specific protease USP2a. USP2 core, Ub-CHOP2 coupled fluorogenic reporter, 485/531. AID 463254. O75604. hit rate 0.01% among 330,000. Potency, µM (series often up to 38.3 µM), without a hit: at the highest dose activity change, negative = inhibition, actives largely listed as inhibitors;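 also: potency is read from the fitted curve at half-maximal effect; plate controls were DMSO wells for no effect and full inhibition by NEM control for full effect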
Target sequence (O75604 whole entry, looked up): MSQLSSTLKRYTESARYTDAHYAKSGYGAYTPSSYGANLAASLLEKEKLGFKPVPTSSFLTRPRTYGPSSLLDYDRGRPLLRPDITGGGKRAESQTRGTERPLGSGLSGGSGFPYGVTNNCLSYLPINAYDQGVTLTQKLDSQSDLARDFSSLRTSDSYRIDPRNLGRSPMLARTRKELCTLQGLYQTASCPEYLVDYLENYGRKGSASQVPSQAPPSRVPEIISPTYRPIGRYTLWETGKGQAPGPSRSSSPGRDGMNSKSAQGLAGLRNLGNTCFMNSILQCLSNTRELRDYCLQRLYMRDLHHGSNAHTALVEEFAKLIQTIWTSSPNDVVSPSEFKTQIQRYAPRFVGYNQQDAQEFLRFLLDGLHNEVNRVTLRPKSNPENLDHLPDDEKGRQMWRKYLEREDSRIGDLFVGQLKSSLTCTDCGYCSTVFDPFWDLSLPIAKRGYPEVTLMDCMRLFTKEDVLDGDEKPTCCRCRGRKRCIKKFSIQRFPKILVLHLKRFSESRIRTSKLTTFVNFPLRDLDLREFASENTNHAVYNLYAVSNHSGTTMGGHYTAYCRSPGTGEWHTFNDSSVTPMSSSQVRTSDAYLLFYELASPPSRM
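Deubiquitinase activity read as fluorescence (485/531 nm) after Ub-CHOP2 cleavage activates the enterokinase reporter on its substrate; USP2 core 10nM, Ub-CHOP2 and substrate 25nM each, 30min compound preincubation then 60min RT; data normalized to NEM, curves fitted.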
CXXC DNA block: blocks binding of human MLL CXXC domain to DNA | Potency, µM (doses to about 115 µM), for inactives: at the highest dose activity change, negative = inhibition, most hits filed as inhibitors | AID 2662 | MLL-CXXC / FITC-HOXA9 DNA fluorescence polarization | Q03164 | hit rate 0.037% among 290,000; active = well fitted inhibition curve with a large enough effect in the polarisation, with a control signal flat, not every such curve was filed as active; inconclusive = small, poorly fitted or top-dose-only effect, or effect the other way, or a change in a side signal; inactive = no such curve, though single readings can be large or run the other way; the % refers to the polarisation; also: potency is read from the fitted curve at half-maximal effect
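Fluorescence polarization: 7 uM MLL-CXXC (stock) preincubated 5 min with compounds, then 50 nM fluorescein-HOX-A9 DNA (stock) added; 30 min ambient. Buffer 50 mM Tris-HCl pH 7.5, 50 mM NaCl, 1 mM DTT, 0.05% BSA.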
KCNH2 WT inh: inhibitors of human wildtype KCNH2 potassium channel. U2OS, BacMam KCNH2, thallium flux FluxOr; hits give low values. activity change, % at 1.84 µM. hit rate 0.37% among 340,000;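 active = maximum activity change below -70%; inconclusive = maximum activity change between -70% and -50%; inactive = maximum activity change above -50%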; also: % is scaled to controls: 0 for no effect and ±100 for the full control effect
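U2OS cells transduced with wild-type KCNH2 virus are loaded with FluxOr dye for 45 min, and thallium flux is measured in kinetic reads before and after stimulation buffer. Rate constants are normalized to DMSO controls.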
GALK inh: blocks human galactokinase activity; Purified GALK, Kinase-Glo residual ATP luminescence; AID 1868; P51570; Potency, µM (doses to about 57.5 µM), for the others: at the highest dose activity change, negative = inhibition, most hits filed as inhibitors; hit rate 0.007% among 270,000; also: potency is read from the fitted curve at half-maximal effect; % is scaled to controls: 0 for no effect and ±100 for the full control effect
Target sequence (P51570 whole entry, looked up): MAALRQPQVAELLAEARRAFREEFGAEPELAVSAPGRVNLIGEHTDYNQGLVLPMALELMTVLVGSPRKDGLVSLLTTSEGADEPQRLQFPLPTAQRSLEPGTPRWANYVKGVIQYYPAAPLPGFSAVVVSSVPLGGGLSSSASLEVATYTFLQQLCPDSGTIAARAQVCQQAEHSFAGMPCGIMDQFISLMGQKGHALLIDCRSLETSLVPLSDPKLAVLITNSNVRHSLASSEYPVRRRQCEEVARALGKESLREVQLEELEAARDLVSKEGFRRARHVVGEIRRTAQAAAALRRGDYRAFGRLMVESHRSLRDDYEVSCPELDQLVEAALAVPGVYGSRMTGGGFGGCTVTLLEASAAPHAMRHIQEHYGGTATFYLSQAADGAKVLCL
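The enzyme phosphorylates galactose (100 uM) using ATP (35 uM); inhibition is detected as higher residual ATP, quantified by bioluminescence after 1 h reaction at room temperature, pH 8.0.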
Menin MLL FP TR: menin-MLL binding inhibition, Texas Red mutant peptide. Menin + Texas Red MLL mutant peptide, fluorescence polarization. O00255. hit rate 0.23% among 270,000. Potency, µM (highest dose often 61.6 µM), for the others: at the highest dose FP activity change, negative = inhibition, most hits filed as inhibitors. AID 1768; active = well fitted inhibition curve with a large enough effect in the polarisation, with a control signal flat, not every such curve was filed as active; inconclusive = small, poorly fitted or top-dose-only effect, or effect the other way, or a change in a side signal; inactive = no such curve, though single readings can be large or run the other way; the % refers to the polarisation; also: potency is read from the fitted curve at half-maximal effect; % of control where 0% means no effect; many of its hits are not listed in these tables
Giardia kill: Giardia lamblia killing. Giardia lamblia trophozoite viability. activity change, % at 7.66 µM, hits read low. hit rate 0.15% among 340,000; in the data active = activity change below about -80%; inconclusive = between about -30% and that limit;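 also: parasites exposed to compound for two days anaerobically before the ATP read; % is scaled to controls: 0 for no effect and ±100 for the full control effect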
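Compounds were tested on trophozoites seeded at 100 cells/well and held 48 hrs at 37 deg C anaerobically. An ATP-based luminescent kit measured the remaining live cells.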
* = called active by the depositor; ? = inconclusive; / = not tested or not shown; [ ] = another dose, or the depositor's remark. Unless noted, calls follow the shape of the dose curve; as a rule, active = well fitted curve in the direction sought with a large enough effect; inconclusive = small, poorly fitted or top-dose-only effect, or another doubt; inactive = no such curve, though single readings can be large; an effect the other way counts as inactive or inconclusive. A portion of the library, so the mix of outcomes need not match the whole.

SMILES	TRPV1 ag	PKM2 activator	B2AR arrestin	FBPA coupling cs	KCNH2 3.1 inh	USP2a inh	CXXC DNA block	KCNH2 WT inh	GALK inh	Menin MLL FP TR	Giardia kill
Cc1ccc(OCc2cccc(S(=O)(=O)N(C)C)c2)c([N+](=O)[O-])n1	8	/	-0.3%	0	-22	2%	1%	1	4%	/	-19
COc1ccc(/C=N/n2nnnc2N)cc1OC	0	-17%	-0.6%	8	-6	-1%	-18%	1	5%	/	-9
CN(CC(=O)Nc1ccccc1N1CCOCC1)S(=O)(=O)c1ccc(F)cc1	4	2%	-0.4%	-1	-4	0%	-5%	-17	-2%	-16%	3
CC1C(=O)N2CCCc3cc(S(=O)(=O)N4CCCCC4)cc1c32 (stereo not given)	2	/	-0.6%	/	-16	-1%	/	-12	/	/	7
O=C(c1n[nH]c(=O)c2ccccc12)N1CCN(c2ccccc2Cl)CC1	2	2%	-1.0%	3	3	2%	3%	4	5%	-7%	-4
O=C(NCC1CCCO1)C1CCN(CC2CCCCC2)CC1 (stereo not given)	-2	3%	0.1%	1	-2	0%	-3%	5	-1%	-18%	-26
COC(=O)c1ccccc1CC1SC(N)=NC1=O (stereo not given)	-1	-1%	-0.4%	1	14	0%	6%	5	5%	-2%	-9
CC(C)CC(=O)NC(=S)Nc1ccc(Cl)cn1	-5	-13%	?	3	10	-2%	27%	-3	-1%	-12%	-13
Cc1ccc(-c2nnc(SCC(=O)NC3CC3)o2)cc1	6	/	-1.0%	0	19	3%	1%	3	6%	/	7
Cc1ccc(N(CC(=O)NCC2CCCO2)C(=O)Cn2nnc(-c3cccs3)n2)cc1 (stereo not given)	-2	-1%	-1.1%	-2	18	2%	0%	-1	0%	-14%	22
COc1cc(C(C)=O)ccc1OCC(=O)Nc1ccccc1N1CCCC1	21	-4%	-0.4%	/	1	-2%	-2%	-8	3%	/	-23
CCOC(=O)Cc1cc(=O)n2[nH]c(-c3ccc(Cl)cc3)cc2n1	3	-1%	0.0%	-7	7	-1%	1%	14	1%	?	5
C[C@H](CO)N1C[C@H](C)[C@@H](CN(C)C(=O)Nc2ccccc2)Oc2ccc(NC(=O)Nc3ccccc3)cc2C1=O	/	/	-1.1%	/	-8	-1%	/	2	/	/	?
O=C(Cn1cnc2ccccc2c1=O)Nc1ccccc1N1CCOCC1	0	-7%	-0.2%	1	-11	0%	5%	-8	-3%	-2%	-1
Cc1cc(C)cc(N(CC(=O)NCC2CCCO2)C(=O)CCC(=O)Nc2cc(C)on2)c1 (stereo not given)	-2	3%	-0.1%	6	-8	0%	-9%	0	-1%	-9%	-8
CN1C(=O)/C(=C/c2coc3ccc(O)cc3c2=O)SC1=S	4	3%	0.5%	3	-3	3%	-10%	-4	-4%	/	5
CC(C)C(C)NC(=O)CN1C(=O)NC(c2ccccc2)(c2ccccc2)C1=O (stereo not given)	-2	/	-0.4%	0	-12	-1%	-10%	6	1%	10%	6
Cc1ccc(NC(=O)c2cc(C)n(-c3cccc(C)c3)c2C)cc1	?	0%	2.2%	-19	7	-3%	2%	-4	0%	11%	-14
COc1cccc(CNC(=O)Cc2ccc(OC)c(S(=O)(=O)N3CCOCC3)c2)c1	1	/	0.2%	/	7	-5%	/	-1	/	/	-5
Cc1[nH]n(-c2ccccc2)c(=O)c1C(C[N+](=O)[O-])c1ccccc1Cl (stereo not given)	15	2%	0.4%	-8	0	-1%	-10%	-4	-4%	0%	1
CCn1cnnc1SCC(=O)Nc1ccccc1C(=O)NC1CC1	/	/	-0.6%	/	-1	4%	/	-15	/	/	-13
Cc1ccc(O)c(CNc2ccc(S(=O)(=O)Nc3nccs3)cc2)c1	1	?	-0.1%	-2	-6	7%	-3%	0	0%	/	-9
Cc1ccsc1CN(C)C(=O)C(NC(=O)c1cccc(S(=O)(=O)N2CCOCC2)c1)C(C)C (stereo not given)	?	/	-0.9%	/	-5	-1%	/	9	/	/	-6
O=S(=O)(Nc1cccc2ncccc12)c1cccs1	4	7%	-0.9%	-38*	18	0%	-5%	11	1%	-18%	-11
OCC[C@@H]1C[C@@H](O)[C@H](O)[C@]2(CCCCO2)O1	-1	0%	-2.6%	1	1	3%	6%	-5	/	0%	15

3 entries already listed, ordered by their value in Menin MLL FP TR, ascending.
mol,Menin MLL FP TR
O=C(NCC1CCCO1)C1CCN(CC2CCCCC2)CC1 (stereo not given),-18%
Cc1ccc(N(CC(=O)NCC2CCCO2)C(=O)Cn2nnc(-c3cccs3)n2)cc1 (stereo not given),-14%
O=C(Cn1cnc2ccccc2c1=O)Nc1ccccc1N1CCOCC1,-2%

Arranged by SMILES length (rising): part of the list above
SMILES	TRPV1 ag	PKM2 activator	B2AR arrestin	FBPA coupling cs	KCNH2 3.1 inh	USP2a inh	CXXC DNA block	KCNH2 WT inh	GALK inh	Menin MLL FP TR	Giardia kill
CC(C)CC(=O)NC(=S)Nc1ccc(Cl)cn1	-5	-13%	?	3	10	-2%	27%	-3	-1%	-12%	-13
O=S(=O)(Nc1cccc2ncccc12)c1cccs1	4	7%	-0.9%	-38*	18	0%	-5%	11	1%	-18%	-11
COc1cc(C(C)=O)ccc1OCC(=O)Nc1ccccc1N1CCCC1	21	-4%	-0.4%	/	1	-2%	-2%	-8	3%	/	-23
Cc1ccc(NC(=O)c2cc(C)n(-c3cccc(C)c3)c2C)cc1	?	0%	2.2%	-19	7	-3%	2%	-4	0%	11%	-14
Cc1ccc(OCc2cccc(S(=O)(=O)N(C)C)c2)c([N+](=O)[O-])n1	8	/	-0.3%	0	-22	2%	1%	1	4%	/	-19

(cont.)
SMILES	TRPV1 ag	PKM2 activator	B2AR arrestin	FBPA coupling cs	KCNH2 3.1 inh	USP2a inh	CXXC DNA block	KCNH2 WT inh	GALK inh	Menin MLL FP TR	Giardia kill
CCc1ccc(/C=C/C(=O)c2cc(Br)ccc(=O)c2O)cc1	-2	1%	-0.2%	0	1	0%	5%	-3	-1%	?	-20
Cc1ncc(CN2CCC(CO)(CCOc3ccccc3)CC2)s1	0	-2%	-0.7%	-1	-6	1%	-7%	12	6%	/	4
COc1ccc(CCn2c(C)nc3ccccc3c2=O)cc1OC	3	-9%	0.0%	1	-2	4%	0%	?	-1%	-25%	2
c1ccc(Cn2cc(CSc3ccccc3)nn2)cc1	15	-1%	-0.8%	1	5	1%	-16%	1	-1%	/	-26
COc1ccc(NC(=O)CC2C(=O)NCCN2C(=O)c2ccc(Cl)cc2)cc1 (stereo not given)	-1	-7%	-0.7%	1	6	1%	-5%	-3	8%	/	7
O=C(c1ccc2ncsc2c1)N1CCCCC1	2	0%	-0.5%	/	4	-1%	-7%	-6	-4%	/	26
c1ccc(N2CCN(Cc3ccnc4ccccc34)CC2)cc1	1	-1%	-0.4%	-2	5	-2%	1%	11	-4%	-19%	27
CCc1ccc(NC2=CC(=O)CC(C)(C)C2)cc1	27	/	0.0%	0	18	0%	-6%	-12	1%	-13%	-17
CC1CCCN(C(=O)Cn2nnc(-c3ccccc3F)n2)C1 (stereo not given)	23	-4%	-0.2%	0	-3	-1%	4%	2	-6%	?	4
O=C(CC(=O)Nc1ccc(Cl)c(Cl)c1)N/N=C/c1ccc(O)cc1	1	10%	-0.1%	-5	12	1%	38%[activator]	12	-2%	21%	-16
O=C(NCC1CCCN(Cc2ccc3nonc3c2)C1)c1ccc(F)cc1 (stereo not given)	23	15%	-0.4%	0	-1	-3%	-2%	-3	0%	14%	8

An excerpt from above, reduced to KCNH2 3.1 inh:
SMILES | KCNH2 3.1 inh
COc1ccc(NC(=O)CC2C(=O)NCCN2C(=O)c2ccc(Cl)cc2)cc1 (stereo not given) | 6
O=C(c1ccc2ncsc2c1)N1CCCCC1 | 4
